697 NFkB inh: lowers PMA/ionomycin-induced NF-kB signal in 697 B cells. hit rate 0.33% among 330,000. AID 435022. 697 B-cell NF-kB luciferase reporter, 16 h. inhibition, % at 4 µM; in the data active = inhibition above about 35%
Mdm2-MdmX inh: inhibitors of human Mdm2/MdmX interaction. AID 485346. inhibition, % at 8 µM. hit rate 3% among 330,000. SaOS-2 split-luciferase Mdm2/MdmX complementation, luminescence. O15151+Q00987;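 active = inhibition of at least 50% at 8 µM in the primary screen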
Jurkat NFkB inh: inhibitors of the PMA/ionomycin-induced NF-kB reporter in Jurkat cells; inhibition, % at 4 µM; PMA/ionomycin-induced NF-kB luciferase reporter, luminescence; hit rate 0.53% among 330,000; in the data active = inhibition above about 50%
Gli-Sufu block: antagonists of Gli-Sufu signaling; hit rate 0.74% among 340,000; inhibition, % at 5 µM; AID 588413; Sufu-KO-LIGHT fibroblasts, Gli luciferase reporter luminescence;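 active = inhibition above about 55%, limit read from the data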;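 also: 0% = DMSO-treated cells and 100% = wells with medium but no cells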
CCR6 antagonist: antagonists of human CCR6 receptor; inhibition, % at 20 µM; hit rate 0.49% among 340,000; P51684; AID 493098; CHO-K1 CCR6 PathHunter beta-arrestin, luminescence, CCL20-stimulated;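 active = compounds whose inhibition of the agonist-driven luminescence signal at 20 µM reaches about 50%, limit read from the data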;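 also: cells stimulated with CCL20 at 14 nM final; plate controls were DMSO with CCL20 for no effect and DMSO without agonist for full effect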
Target sequence (P51684 whole entry, looked up): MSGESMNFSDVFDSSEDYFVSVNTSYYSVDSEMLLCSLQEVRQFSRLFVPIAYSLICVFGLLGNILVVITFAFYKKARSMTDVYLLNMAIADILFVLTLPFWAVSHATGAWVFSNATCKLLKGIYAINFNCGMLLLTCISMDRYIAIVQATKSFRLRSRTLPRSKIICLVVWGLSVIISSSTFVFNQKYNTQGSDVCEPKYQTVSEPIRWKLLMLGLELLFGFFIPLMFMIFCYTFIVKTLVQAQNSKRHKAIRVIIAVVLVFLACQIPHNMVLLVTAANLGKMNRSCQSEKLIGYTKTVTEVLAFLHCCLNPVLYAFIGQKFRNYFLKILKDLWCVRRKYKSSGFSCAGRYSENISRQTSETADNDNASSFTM
EBI2 block: EBI2 (human) antagonism; AID 651636; EBI2 beta-arrestin recruitment, luminescence, 7a,25-OHC stimulated; hit rate 0.81% among 360,000; inhibition, % at 5 µM; in the data active = inhibition above about 38%;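 also: enzyme fragment complementation signal reports receptor beta-arrestin coupling in cells; 0% = agonist plus DMSO wells and 100% = wells without agonist; some results beyond the cut were filed as inactive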
Target sequence (P32249 whole entry, looked up, the tested form may be a part): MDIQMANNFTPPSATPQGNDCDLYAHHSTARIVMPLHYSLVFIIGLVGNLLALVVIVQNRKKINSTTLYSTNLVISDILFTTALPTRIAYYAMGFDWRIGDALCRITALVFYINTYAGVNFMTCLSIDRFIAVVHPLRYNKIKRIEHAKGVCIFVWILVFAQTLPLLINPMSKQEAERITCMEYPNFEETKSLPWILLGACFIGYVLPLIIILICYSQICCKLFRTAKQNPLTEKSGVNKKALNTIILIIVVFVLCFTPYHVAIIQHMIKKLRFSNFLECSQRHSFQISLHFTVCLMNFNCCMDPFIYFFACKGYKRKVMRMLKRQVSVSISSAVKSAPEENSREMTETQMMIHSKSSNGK
CXCR6 block: CXCR6 (human) receptor inhibition | AID 602244 | hit rate 0.36% among 360,000 | inhibition, % at 20 µM | O00574 | CHO-K1 PathHunter CXCR6 beta-arrestin, luminescence; in the data active = inhibition above about 34%, passing the limit was not always enough;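 also: antagonist mode with CXCL16 agonist at 10 nM final; 0% = 10 nM CXCL16 with DMSO and 100% = unstimulated wells without agonist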
UPR CHOP act: activators of apoptotic arm of unfolded protein response (CHOP); CHO-CHOP luciferase reporter, UPR activation, luminescence; percent of tunicamycin response over DMSO baseline; activation, % at 10 µM; hit rate 0.34% among 330,000; AID 449763;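 active = at 10 µM dose, activation of 40% or more, normalized to positive control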;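 also: 100% = tunicamycin at 10 µg/mL and 0% = DMSO alone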
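Assay system: CHO-CHOP cells, stable luciferase reporter of PERK-eIF2a-CHOP signalling / Buffer or medium: F12 plus 10% serum / Compound dosing: one dose, 10 µM in 0.5% DMSO / Times: 6 h compound treatment, 37 °C / Technique: luciferase luminescence / Read-out: % reporter activation, DMSO baseline versus tunicamycin full activation / Benchmarks: tunicamycin and DMSO controls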
XBP1 UPR activ: adaptive UPR (XBP1) activation; CHO-XBP1 luciferase reporter, IRE1-XBP1 UPR activation, luminescence; percent of tunicamycin response, DMSO as zero; activation, % at 20 µM; hit rate 0.33% among 330,000; AID 463104;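 active = versus positive control, 20 µM dose yields 30% or more activation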;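 also: 100% = tunicamycin at 10 µg/mL and 0% = DMSO only wells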
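assay system = CHO-XBP1 luciferase reporter cells | amount = 1000 cells/well | buffer or medium = F12 plus 10% FBS | compound dosing = single point, 20 µM final compound, 1% DMSO | incubation = 16-18 h cell attachment at 37 °C, then 6 h compound exposure | detection = Steady-Glo luminescence read | controls = tunicamycin 10 µg/mL and vehicle-only wells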
The depositor's hits bear a star; . = no result given. The order is random. About 5% of those tested had a hit in this group.

SMILES	697 NFkB inh	Mdm2-MdmX inh	Jurkat NFkB inh	Gli-Sufu block	CCR6 antagonist	EBI2 block	CXCR6 block	UPR CHOP act	XBP1 UPR activ
CC1CCC(=NNC(=O)c2ccccc2-n2cccc2)CC1 (stereo unspecified)	1	16	17	1	-1	-1	-1	-1.5	-2
COC(=O)c1cc(=O)c2c(C)nc(C(Cl)(Cl)Cl)nc2[nH]1	8	-19	-17	-1	8	8	1	1.1	-2
CCN(CCNC(=O)C1CCCN(Cc2nc(-c3ccc(OC)cc3)oc2C)C1)c1ccccc1 (stereo unspecified)	11	48	-8	8	5	35	1	0.3	4
O=C(CN1C(=O)c2ccccc2C1=O)NCc1ccc(N2CCOCC2)cc1	-3	4	-4	0	9	-7	5	0.8	-1
O=c1c(O[C@H]2O[C@@H](CO)[C@H](O)[C@@H](O)[C@@H]2O)c(-c2ccc(O)cc2)oc2cc(O)cc(O)c12	-3	12	-8	-10	6	0	-1	-0.5	2
Cc1cccc(NC(=S)NCCC(c2ccccc2)c2ccccc2)c1	-12	53*	2	1	12	14	2	-1.0	-1
CCc1ccc(NC2Nc3cc(C)nn3S2)cc1 (stereo unspecified)	-148	-161	-77	-99	8	-2	2	6.3	1
COC(=O)[C@@]1(Cc2ccc(F)cc2)[C@H]2c3cc(C(=O)N4CCCC4)n(CCc4c[nH]c5ccc(OC)cc45)c3C[C@H]2CN1C(=O)c1ccccc1	12	44	12	.	.	.	.	9.9	-1
COc1cccc(C2=NOC(C(=O)N3CCN(Cc4ccccc4)CC3)C2)c1OC (stereo unspecified)	5	12	3	0	-1	5	-2	11	-2
COc1ccc(C)cc1NC(=O)C1CCN(S(=O)(=O)c2cccc3cccnc23)CC1	10	37	17	0	4	-1	-4	-1.1	-2
Cc1ccc(S(=O)(=O)N2CCOC23CCN(S(=O)(=O)c2cccs2)CC3)cc1	-12	13	9	4	11	-7	5	-0.9	3
C#CCOCCOCCOCCNc1nc(N2CCN(C(=O)CCCCCCCCCCNC(=O)Cn3cc(C[C@@H](C)O)nn3)CC2)nc(N2CCN(C(=O)CCCCCCCCCCNC(=O)[C@H](CCCN=C(N)N)n3cc(C[C@@H](C)CC)nn3)CC2)n1	1	9	5	1	2	-6	-3	1.1	4
CCOc1ccc(Nc2nc(Cc3nnc(SCC(=O)O)o3)cs2)cc1	-12	13	-9	0	4	-8	4	-0.6	3
O=S(=O)(NCCSc1ccc(Cl)cc1)c1ccc(F)cc1	-11	-17	3	10	-7	7	0	-1.2	0
O=C(O)CCN1C(=O)c2ccc(Oc3ccc4c(c3)C(=O)N(CCC(=O)O)C4=O)cc2C1=O	18	-14	6	0	-4	-3	-8	0.5	-2
CN(C)C(=O)c1ccc(-n2nc(C(F)(F)F)c3c2CCCC3)cc1	-2	0	0	-9	18	-3	-2	0.1	-8
COC(=O)c1cccc(NC(=S)N2CCCCC2)c1	-8	18	-5	5	5	-2	1	-1.7	9
Cc1cc(C)c(S(=O)(=O)N2CCCCC2CCNC(=O)C(=O)NCc2cccnc2)c(C)c1 (stereo unspecified)	1	5	2	6	1	-5	0	-0.8	-4
COC(=O)Nc1ccc(S(=O)(=O)N2CCCC(C(=O)N3CC(C)OC(C)C3)C2)cc1 (stereo unspecified)	-8	5	7	-2	7	0	-3	0.3	-2
COc1ccc(NC(=O)C(C)Sc2nnc(C3CC3)n2C2CC2)cc1 (stereo unspecified)	7	25	-14	-7	2	-6	-6	-0.7	-3

Quoted from the listing:
Under Jurkat NFkB inh, COC(=O)[C@@]1(Cc2ccc(F)cc2)[C@H]2c3cc(C(=O)N4CCCC4)n(CCc4c[nH]c5ccc(OC)cc45)c3C[C@H]2CN1C(=O)c1ccccc1 is listed with 12
Under CXCR6 block, COC(=O)c1cccc(NC(=S)N2CCCCC2)c1 is listed with 1

(continued)
SMILES	697 NFkB inh	Mdm2-MdmX inh	Jurkat NFkB inh	Gli-Sufu block	CCR6 antagonist	EBI2 block	CXCR6 block	UPR CHOP act	XBP1 UPR activ
CC(NC(=O)Cc1ccccc1)C1COc2ccccc2O1 (stereo unspecified)	15	-13	6	6	-1	1	9	1.5	0
CC(C)C1(C2CCCC2)NC(=O)NC1=O (stereo unspecified)	.	.	.	3	-10	-6	-2	.	.
CSc1ccc(/C=N/NC(=O)COc2ccc(Br)cc2Cl)cc1	-54	28	-21	-25	-2	9	-13	2.4	-1
COc1ccc(-n2cc(CN[C@H]3CCCCNC3=O)c(-c3cccc(F)c3)n2)cc1	10	-15	-6	6	9	-8	6	-0.4	3
Cc1ccc(NC(=O)c2nc[nH]c2C(=O)NCCCNC(=O)c2[nH]cnc2C(=O)Nc2ccc(C)cc2)cc1	36*	68*	-145	-4	-21	-49	-23	3.5	61*
CC(OC(=O)c1ccc(S(=O)(=O)NCc2ccco2)cc1)C(=O)Nc1ccccc1 (stereo unspecified)	3	26	12	14	22	-5	1	0.0	-4
COc1ccc(NC(=O)CN(C)C(=O)c2cc(-c3ccco3)nc3ccccc23)cc1	16	17	11	-12	22	7	2	1.5	-4
CC(C)c1ccc(-c2nnn(CC(=O)N3CCCCC3)n2)cc1	-7	6	-8	-9	-13	-18	-3	6.3	-5
COc1ccc(C(=O)c2cn[nH]c2-c2cc(C)ccc2O)cc1	-2	-1	-2	1	5	13	1	-0.8	-4
CCN(CC(=O)NC1CCS(=O)(=O)C1)C(=O)c1ccc(S(=O)(=O)N(CC)CC)cc1 (stereo unspecified)	-6	0	5	-3	-4	-12	-3	1.6	-1
C=CCNc1nc(-c2ccccn2)nnc1-c1ccccc1	9	55*	1	48	-3	7	-10	-2.8	3
COC(C(=O)Nc1ccnn1C1CCN(Cc2ccccn2)CC1)c1ccccc1 (stereo unspecified)	-19	4	-22	1	8	3	11	0.9	-3
NCCc1nnc(SCc2ccc(F)cc2)o1	17	-3	-17	68*	-2	-5	-6	-1.9	-1
CCOc1ccc(CCNC(=O)Cc2ccc(S(=O)(=O)N3CCOCC3)s2)cc1OCC	2	15	17	0	5	9	4	-0.4	-4
CCOC(=O)c1[nH]c2ccc(Br)cc2c1NC(=O)CCN1CCN(C(=O)OCC)CC1	-17	-3	0	8	-3	-3	6	1.7	-2
CCC1C(=O)Nc2nc(-c3ccccc3)c(-c3ccccc3)n2N=C1C (stereo unspecified)	-9	-33	0	8	1	2	-6	-1.5	0
COc1ccc(CCNC(=O)C(C)OC(=O)c2cccs2)cc1OC (stereo unspecified)	-2	8	-15	-1	-1	-7	-6	1.6	-1
Nc1nc(Nc2ccccc2F)nc(N2CCCC2)c1[N+](=O)[O-]	-71	-8	-13	-63	9	0	-5	5.9	4
C[C@H]1CN(S(=O)(=O)C(C)(C)C)[C@H](CCO)/C1=C\c1ccccc1	.	.	.	-15	0	-5	8	.	.
COc1ccccc1/C=N/Nc1nncc2ccccc12	-44	-34	-68	-51	16	-2	-2	7.4	2
COC(=O)c1ccc2c(c1C(=O)OC)CN(S(=O)(=O)C(C)(C)C)[C@H]2CCO	.	.	.	-2	2	-18	-7	.	.
CCN1CCN(C(=O)/C=C/c2ccccc2[N+](=O)[O-])CC1	4	-2	-5	-15	13	-3	-9	-0.9	-2
O=C(O)c1cc2nc3c(c(C(F)(F)F)n2n1)CCc1ccccc1-3	-11	9	-19	5	7	3	5	2.9	-3
COc1ccc(-c2oc3ccc(-c4cc(OC)c(OC)c(OC)c4)cc3c2C(=O)c2ccc(OC)nc2)cc1	-16	6	15	-2	-5	12	-10	-0.3	-1
CCOc1ccc(-c2nnc3sc(COc4ccccc4)nn23)cc1	14	15	3	5	0	0	-3	-0.4	1
Cc1nc(SCC(=O)Nc2ccc(C)c(F)c2)c2oc3ccccc3c2n1	-15	41	-8	4	19	0	4	-1.3	2
Cc1ccc(C)c2[nH]c(=O)c(CCNC(=O)c3cc4ccccc4o3)cc12	7	26	3	6	-9	9	-8	-0.8	-3
CCC(=O)Nc1ccc(/C(C)=N\NC(=O)c2ccc(OC)cc2)cc1	-23	1	-6	-2	-4	-7	-1	0.7	-1
O=C(Nc1ccccc1O)c1cccc(S(=O)(=O)N2CCOCC2)c1	-23	-33	-8	16	-10	-4	3	1.2	-2
O=C(Nc1ccc(O)c(-c2nc3ccccc3o2)c1)C1(c2ccc(Cl)cc2)CCCC1	-2	32	-4	1	15	4	10	0.7	-3
COc1ccc(C(=O)COC(=O)CNC(=O)c2ccccc2)cc1F	-2	-19	-18	-14	5	1	1	1.2	-2
COc1ccc2[nH]cc(CCNS(=O)(=O)c3ccc(C)cc3)c2c1	17	3	-1	.	-5	8	-5	-0.2	-3
Cc1ccc(S(=O)(=O)N(C)C)cc1NC(=O)C(C)OC(=O)/C=C/c1cccs1 (stereo unspecified)	-13	17	-6	6	4	5	6	0.4	-2
CN(C)S(=O)(=O)c1ccc(C(=O)NCCSc2ccccc2)cc1	-41	-28	-71	-2	23	9	-11	5.3	-7
CCOc1ccc(NC(=O)CN(C)C(=O)c2cn(-c3ccccc3)nc2-c2cccs2)cc1OCC	-2	24	-1	2	3	-10	-4	0.6	-6
CCOC(=O)c1sc2ncnc(N3CCN(C(=O)OCC)CC3)c2c1C	-6	1	10	1	-5	-2	-4	-1.3	-5
CCOC(=O)c1ccc(NC(=O)COC(=O)Cc2csc(-c3ccccc3)n2)cc1	-22	-29	-12	-5	9	-11	7	-0.8	1
CC(C)C(C(=O)Nc1ccc2c(c1)OCO2)N1C(=O)c2ccccc2C1=O (stereo unspecified)	-1	14	11	2	6	-2	-5	-1.8	-1
COc1ccc(-c2c(C#Cc3ccsc3)c3ccccc3n2C)cc1	-26	39	-31	1	22	3	5	1.5	6
O=C1N/C(=C\c2ccc(N3CCOCC3)c(F)c2)C(=O)N1Cc1ccccc1	-18	73*	-31	-2	3	1	4	4.1	12
COC(=O)C1=C(C)N(CCCC(=O)O)C(=O)NC1c1ccccc1OS(=O)(=O)c1ccc([N+](=O)[O-])cc1 (stereo unspecified)	15	-7	17	-20	1	4	-7	1.0	-3
CC(=O)c1cccc(S(=O)(=O)N2CCC(C(=O)Oc3ccc(-c4nnco4)cc3)CC2)c1	9	-18	5	4	-1	3	-2	0.4	-2
CCCCCCSc1ccc([C@@H]2[C@@H]3C(=O)N(C)C(=O)[C@@H]3[C@]3(C(=O)OC)CCCCN23)cc1	-15	34	4	-6	27	16	9	0.2	-1
O=C(CCN1C(=O)c2ccccc2C1=O)NNC(=O)c1ccc(Cl)cc1Cl	-22	-3	-21	-5	4	-9	3	2.0	1
COc1ccc2c(c1)OC[C@H]1[C@H]2N2C(=O)CN(Cc3ccco3)C(=O)[C@@]2(C)[C@H]1c1ccccc1	-3	3	-8	-9	15	1	5	0.9	-3
Cc1c(NC(=O)COC(=O)c2ccc(S(=O)(=O)N3CCOCC3)cc2)c(=O)n(-c2ccccc2)n1C	15	4	-4	6	-1	-6	0	-1.3	-2

Compound activity as filed in PubChem.
